GPT2 inh: Primary qHTS assay for inhibitors of Glutamate pyruvate transaminase 2 (GPT2) | Alanine aminotransferase 2 (Homo sapiens), Q8TD30 | Recombinant GPT2, coupled pyruvate oxidase/HRP Amplex Red fluorescence | Potency, µM (highest dose often 57.7 µM), without a hit: at the highest dose activity change, negative = inhibition, actives largely listed as inhibitors | 100,000 compounds, 0.25% hits | AID 1671188, 2021; note: potency is the fitted concentration of half-maximal effect; nearly all actives have a fitted effect of over 60% in size; many of its hits are not listed in these tables
Target sequence (Q8TD30 whole entry, looked up): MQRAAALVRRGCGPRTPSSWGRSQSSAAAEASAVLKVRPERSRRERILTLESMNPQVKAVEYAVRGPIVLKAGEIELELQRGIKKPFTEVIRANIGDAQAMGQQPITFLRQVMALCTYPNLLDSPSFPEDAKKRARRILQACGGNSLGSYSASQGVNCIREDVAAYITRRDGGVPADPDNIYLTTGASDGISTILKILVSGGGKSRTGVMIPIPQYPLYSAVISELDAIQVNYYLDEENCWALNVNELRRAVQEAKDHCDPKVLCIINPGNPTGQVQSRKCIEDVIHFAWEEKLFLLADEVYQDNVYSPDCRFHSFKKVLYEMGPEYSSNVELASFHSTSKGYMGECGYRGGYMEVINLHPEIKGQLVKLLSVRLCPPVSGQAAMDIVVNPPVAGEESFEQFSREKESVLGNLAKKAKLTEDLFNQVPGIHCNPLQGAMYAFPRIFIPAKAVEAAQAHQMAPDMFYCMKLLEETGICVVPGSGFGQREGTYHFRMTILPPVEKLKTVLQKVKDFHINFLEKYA
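Fluorescence of coupled pyruvate oxidase/HRP/Amplex Red system (50uM Amplex, 30 min, dark) reports pyruvate formed by GPT2. Enzyme reaction: 10ng/uL GPT2, 2mM L-alanine, 250uM a-KG, 30 min room temperature, pH 7.5; 50uM AOA control.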
HEK293 viab: GF-AFC viability counterscreen for inhibitors of alpha-synuclein gene (SNCA) expression. 150,000 compounds, 0.12% hits. HEK-293-SNCA-luc viability, GF-AFC fluorescence, 24 h. Potency, µM (series often up to 57.1 µM), for the others: at the highest dose activity change, negative = cytotoxicity, hits mostly cytotoxic;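 note: potency is the fitted concentration of half-maximal effect; 0% = DMSO-treated cells and -100% = medium-only wells without cells; nearly all actives have a fitted effect of over 30% in size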
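Cytotoxicity counterscreen: after 24 h compound treatment of genome-edited SNCA-luciferase HEK-293 cells, live-cell protease substrate GF-AFC read by fluorescence after 30 min; activity scaled between DMSO (0%) and medium-only (-100%), curves Hill-fitted.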
HEK cytotox: Cytotoxic Profiling in HEK 293 Cell Line of Diverse Libraries Using Quantitative High-Throughput Screening; AID 1345083, 2018; HEK 293 viability, ATP luminescence (CellTiter-Glo), 48-72 h; Potency, µM (highest dose often 115 µM), without a hit: at the highest dose activity change, negative = cytotoxicity, usual class: inhibitors; 94,000 compounds, 6.6% hits; note: potency is the fitted concentration of half-maximal effect; nearly all actives have a fitted effect of over 60% in size
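Pintool-delivered compounds were incubated with HEK 293 cells (250 cells/well) at 37 degree Celsius for 48 or 72 hr. ATP-dependent luminescence (CellTiter-Glo) then reported remaining viable cells.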
NIH3T3 tox: Cytotoxic Profiling in NIH 3T3 Cell Line of Diverse Libraries Using Quantitative High-Throughput Screening. NIH 3T3 viability, CellTiter-Glo ATP luminescence, 48-72 h. Potency, µM (titrated, usually from 96.7 µM), without a hit: top-dose activity change, negative = cytotoxicity, hits mostly inhibitors. 94,000 compounds, 4.3% hits; note: potency is the fitted concentration of half-maximal effect; nearly all actives have a fitted effect of over 55% in size
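Viability of NIH 3T3 cells after 48 or 72 hr compound treatment at 37 °C was assessed by CellTiter-Glo, with luminescence imaged following a 10 min room-temperature step.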
SNCA expr inhib: Primary qHTS assay for inhibitors of alpha-synuclein gene (SNCA) expression | 140,000 compounds, 0.17% hits | Potency, µM (titrated, usually from 57.2 µM), inactives show at the top dose activity change, negative = inhibition, actives largely listed as inhibitors | HEK-293 SNCA-luciferase knock-in, luminescence, 24 h;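 note: potency is the fitted concentration of half-maximal effect; plate controls were DMSO cells for no effect and cell-free wells for full effect; nearly all actives have a fitted effect of over 45% in size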
IP6K1 inh: Primary qHTS assay for small molecule inhibitors of Inositol hexaphosphate kinase 1 (IP6K1); Inositol hexakisphosphate kinase 1 (Homo sapiens), Q92551; IP6K1 kinase, ADP-Glo luminescence, 2 h; active compounds read low; activity change, % (series mostly up to about 58 µM); 140,000 compounds, 0.81% hits; AID 1645851, 2021; in the data active = activity change below about -25%
Target sequence (Q92551 whole entry, looked up): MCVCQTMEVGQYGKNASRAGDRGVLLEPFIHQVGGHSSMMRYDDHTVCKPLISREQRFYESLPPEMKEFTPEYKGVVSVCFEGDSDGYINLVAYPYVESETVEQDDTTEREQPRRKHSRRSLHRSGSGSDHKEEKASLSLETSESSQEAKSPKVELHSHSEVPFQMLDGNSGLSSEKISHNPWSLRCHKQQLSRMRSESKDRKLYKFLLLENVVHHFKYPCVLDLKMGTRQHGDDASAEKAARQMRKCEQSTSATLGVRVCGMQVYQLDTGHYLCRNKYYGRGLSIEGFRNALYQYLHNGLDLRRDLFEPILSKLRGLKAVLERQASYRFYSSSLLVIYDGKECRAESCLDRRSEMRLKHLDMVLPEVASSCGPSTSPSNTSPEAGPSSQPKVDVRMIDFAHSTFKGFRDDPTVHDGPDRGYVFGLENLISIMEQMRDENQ
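ADP-Glo luminescence measures ADP made by human IP6K1 during a 2 h RT reaction with ATP/IP6 (mix at 1.3 mM/130 uM); top library doses 57.5 and 19.1 uM final.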
Luciferase inh: Firefly luciferase inhibition profiling of diverse chemical library using quantitative high-throughput screening | Luciferin 4-monooxygenase (Photinus pyralis), P08659 | purified P. pyralis luciferase, luminescence, biochemical | Potency, µM (series often up to 115 µM), inactives show at the highest dose activity change, negative = inhibition, hits mostly inhibitors | 76,000 compounds, 2.5% hits | AID 1347043, 2019; note: potency is the fitted concentration of half-maximal effect; nearly all actives have a fitted effect of over 65% in size
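Purified 10nM P. pyralis luciferase with 10uM D-luciferin and 10uM ATP in 50mM Tris acetate pH 7.5, 10mM Mg acetate, 0.01% Tween-20, 0.05% BSA. qHTS titration; luminescence read by CCD imager.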
Active calls of the source: *; i = inactive; ? = inconclusive; . = no result given; [ ] = another dose, or the depositor's remark. Unless noted, calls come from the whole dose curve; as a rule, active = well fitted curve in the direction sought with a large enough effect; inconclusive = small, poorly fitted or top-dose-only effect, or another doubt; inactive = no such curve, though single readings can be large; an effect the other way counts as inactive or inconclusive. Unless noted, % is set by controls: 0 for no effect and ±100 for the full control effect. Not all compounds are listed; count on the stated rates, not on these rows.

Fields – IP6K1 inh	HEK293 viab	NIH3T3 tox	HEK cytotox	GPT2 inh	SNCA expr inhib	Luciferase inh
CC(C)N(Cc1ccccc1)C(=O)CCS(=O)(=O)c1ccc2c(c1)oc(=O)n2C
  -5.6	-10.8%	.	.	.	2.2%	.
CC(C)C(=O)N1CCC(N2CC(OCC3CC3)C23CCCCC3)CC1 (stereo not given)
  2.2	-3.0%	-28.4%	-26.6%	i	-9.1%	1.3%
O=C(Cc1cccc(Cl)c1)NC1CCN(c2cc(-c3ccccc3)[nH]n2)CC1
  6.2	-25.5%	31.6µM*	?	i	?	7.6%
CCOc1ccc(C(=O)N[C@@H]2CN(S(C)(=O)=O)C[C@H]2CN(C)C)cc1
  7.0	9.6%	-0.7%	0.4%	i	-2.2%	-18.4%
CCOC(=O)C1(C)C=C(Nc2cccc(C(=O)O)c2)C(=O)N1c1ccccc1 (stereo not given)
  12.4	2.7%	.	.	.	61.1%[activator]	.
NC(=O)N1CCCC1C(=O)N1CCC(c2cc(Cc3ccccc3)[nH]n2)CC1 (stereo not given)
  22.9	4.0%	4.5%	-1.6%	i[11.5 µM]	-0.9%	7.1%
CN1CCN(Cc2nc(C3(O)CCN(Cc4ccccc4C(F)(F)F)CC3)cs2)CC1
  10.6	-3.7%	?	?	-19.1%	-24.8%	1.1%
Fc1ccc(C2Cn3nnc(-c4nc(C5CCCCC5)no4)c3CO2)cc1 (stereo not given)
  2.4	10.0%	-25.7%	-9.4%	-12.3%	0.5%	0.4%
CCOc1ccccc1NC(=O)CN1C(=O)COc2ccc(S(=O)(=O)Nc3ccccc3)cc21
  18.8	-19.3%	.	.	.	-17.0%	.
Cc1cnc2c(c1SCC(=O)N(C)c1ccccc1)c(=O)n(C)c(=O)n2C
  18.2	7.2%	.	.	.	-1.7%	.
O=[S+]([O-])(c1ccc(Br)cc1)c1nnn2c1nc(N1CCC(F)CC1)c1ccccc12
  -8.9	8.4%	i	3.0%	-11.6%	8.4%	.
Cc1cc(C(=O)N2c3ccccc3CC2c2nnc(C3CC3)o2)nn1C (stereo not given)
  5.8	8.6%	-28.4%	-9.9%	0.7%	-3.5%	-9.5%
O=C(c1ccc(C(F)(F)F)cc1)N1CCCC(C(=O)N2CCC(c3nc4ncccc4[nH]3)C2)C1 (stereo not given)
  26.0	-14.3%	-20.3%	-19.1%	3.4%	0.7%	.
CC(=O)Nc1ccc(NC(=O)c2ccc3c(c2)CCN3S(=O)(=O)c2ccc(C)cc2)cc1
  5.7	13.2%	.	.	.	2.8%	.
Cc1ccc(S(=O)(=O)c2cnc(SCC(=O)Nc3cccc(Cl)c3)nc2N)cc1C
  14.1	-7.1%	.	.	.	?	.
CC(=O)NC(=O)c1ccccc1O
  24.1	16.1%[23.9 µM]	.	.	3.8%	-24.2%[25.6 µM]	.
O=C(c1cccc(Cl)c1)N1CCC2(C1)NC(=O)N(Cc1ccc(Cl)cc1)C2=O (stereo not given)
  -4.7	-24.4%	39.8µM*	?	i	-21.9%	9.6%
COc1ncc(-c2cc3c(nc2OC)nc(CCc2ccccc2)n3C)cn1
  3.0	-3.1%[87.6 µM]	-17.1%[138 µM]	?	-6.3%[88.5 µM]	?	-21.8%[172 µM]
Cc1cc(C)n(CCCN(C)Cc2cc3n(n2)CCNC3)n1
  6.6	11.1%	2.7%	-2.2%	i	-18.6%	-10.2%
COc1ccc(C(=O)NC2CCN(c3cc(-c4cccs4)[nH]n3)CC2)c(C)c1
  11.3	-1.8%	?	-27.5%	-8.0%	10.5%	-9.4%
Cc1ccc(NC(=O)Cn2c(=O)n(CC(=O)NCCc3ccccc3)c(=O)c3ccccc32)cc1
  3.6	5.7%	.	.	.	21.9%	.
O=C(c1ccoc1)N1CC(Oc2ccccc2-c2nc(C3CC3)no2)C1
  -3.9	4.7%	-13.3%	?	0.4%	?	1.8%
CCC1CCc2nc3sc(C(=O)Nc4ccc(F)c(Cl)c4)c(N)c3cc2C1 (stereo not given)
  8.7	1.2%	.	.	.	?	.
CC(C)C[C@@H](NC(=O)[C@@]1(O)C[C@@H](O)[C@H](O)[C@@H](NC(=O)CS(=O)(=O)c2ccccc2)C1)C(N)=O
  -4.3	-4.4%	-8.9%	-20.7%	-1.7%	-6.2%	-8.4%
Cc1ccc(OCC(=O)Nc2nnc(SCc3cc(=O)n4cccc(C)c4n3)s2)cc1
  -4.4	-2.1%	.	.	.	19.4%	.
CCN1CC(C(=O)NCc2cccc(-c3ccccc3)c2)CCC1=O (stereo not given)
  -5.6	-4.9%	?	35.5µM*	i[11.5 µM]	7.1%	6.3%
O=C(Cc1c(F)cccc1Cl)Nc1ccc2ncnc(N3CCCC3)c2c1
  2.0	-14.4%	?	?	-0.6%	-24.4%	-4.0%
CCc1cccc(NC(=O)CCc2nc3cccnc3n2Cc2ccc(OC)cc2)c1
  -12.4	2.8%	.	.	.	-2.8%	.
Cc1cc2oc(C(=O)Nc3cccc(-c4nc5ccccc5o4)c3)c(C)c2cc1Cl
  5.5	4.1%	.	.	.	?	.
O=C(NC1CCc2nnc(C3CC3)n2CC1)c1ccsc1 (stereo not given)
  -6.4	4.6%	-4.7%	-8.7%	i	-15.9%	-2.2%
CCc1ccc(NC(=O)CSc2nc3ccccc3c(=O)n2CCC(=O)NC2CCCCC2)cc1
  6.9	-13.0%	.	.	.	34.0%[activator]	.
COc1ccccc1CC(=O)N1CCCc2ncc(C(=O)NCCC(C)C)cc21
  7.0	-13.7%[87.6 µM]	?	?	-30.3%[88.5 µM]	25.3%[87.6 µM]	11.3%[172 µM]
NCC(C1CCCCC1)N1CCOCC1 (stereo not given)
  -9.8	-6.5%[87.6 µM]	-6.4%[174 µM]	-15.3%[230 µM]	-4.7%[88.5 µM]	26.7%[87.6 µM]	.
CCc1ccccc1NC(=O)Cn1nnc(C(=O)OC)c1C(=O)OC
  3.2	-2.5%	.	.	.	?	.
COc1ccccc1CN1C[C@@H](F)[C@@H](OCc2nc3ccccc3o2)C1
  -10.0	1.6%[87.6 µM]	?	?	i	18.8%[87.6 µM]	-14.0%[172 µM]
Cc1cc(C)cc(NC(=O)N2c3ccccc3CC2c2noc(C3CCOCC3)n2)c1 (stereo not given)
  14.2	9.2%	-25.4%	-26.3%	-6.3%	155.2%[activator]	39.8µM*
CCOc1ccc2c(n1)CCN(C(=O)Cc1cccc(C)c1)C2
  -10.1	-7.7%[12.5 µM]	-26.2%	-13.4%	-4.5%	3.5%	-8.6%
COc1ccc(C(=O)N2CCN(C(=O)c3cccs3)C[C@@H]2C(=O)N[C@H]2CCCNC2=O)cc1
  -10.5	-7.4%	-19.8%	3.7%	2.4%	-4.9%	-13.8%
CCCN1CCC2(CCN(C(=O)c3ccc(F)cc3)CC2)Oc2ccccc21
  -7.2	-24.8%	?	?	-8.3%	-4.3%	6.7%
O=C(CCc1ccnc(N2CCCC2)c1)NCc1ccccc1Cl
  15.6	2.5%	-21.1%	-29.1%	i	20.8%	6.9%
COc1ccc(NC(=O)N[C@H]2CO[C@H]3[C@@H]2OC[C@H]3OC(=O)Nc2cccc(C(C)=O)c2)cc1
  -2.1	6.7%	-24.3%	-19.5%	-8.9%	96.4%[activator]	-32.2%
O=C1C[C@@H](c2ccc(O)cc2)Oc2cc(O)cc(O)c21
  .	-14.2%	.	.	i	?	.
Cc1ccc(NC(=O)Cn2c(=O)n(Cc3nc(-c4ccccc4)no3)c(=O)c3cc4c(cc32)OCO4)cc1F
  -3.8	0.5%	.	.	.	-2.9%	.
CCN1CCCC2(Cc3ccccc3CN(C(C)=O)C2)C1 (stereo not given)
  -1.7	3.1%[87.6 µM]	i	-2.9%[172 µM]	0.0%[88.5 µM]	-8.3%[87.6 µM]	.
Cc1oc2ccn(Cc3cccc(F)c3)c(=O)c2c1C(=O)NCc1ccccc1
  13.1	0.7%	?	?	-1.7%	1.2%	?
COc1ccc(CCNc2ncnc3c2CN(c2ccccc2C)C(=O)CN3C)cc1
  -8.5	-4.0%	-21.9%	-8.4%	i	?	6.2%
CCc1nc(-c2c3n(c(=O)n(CC(=O)Nc4ccccc4F)c2=O)CCCCC3)no1
  44.6	1.1%	-5.0%	13.5%	i	0.8%	4.8%
COc1ccc(Cl)cc1S(=O)(=O)N1CCCC(CNC(=O)c2ccco2)C1 (stereo not given)
  10.7	1.8%	-27.4%	-23.9%	i	-5.8%	-2.3%
Cc1cccc(-n2cc(-c3ccccc3)c3c(NC4CCCC4)ncnc32)c1
  1.9	0.4%	.	.	.	2.8%	.
O=C1CCCCC(C(=O)NC2CCCC2)N1 (stereo not given)
  8.4	5.9%	i	2.1%	i	4.4%	12.4%

Later entries
Fields – IP6K1 inh	HEK293 viab	NIH3T3 tox	HEK cytotox	GPT2 inh	SNCA expr inhib	Luciferase inh
Cc1cc(C(F)(F)F)nn1CC(=O)N1C[C@@H](Oc2cccnc2)C[C@H]1C(=O)NC1CC1
  8.5	4.1%	i	i	4.5%	12.5%	-0.6%
O=C(Cc1c[nH]c2ccccc12)N1CCC(Oc2ccc(-c3noc(C4CC4)n3)cc2)C1 (stereo not given)
  4.9	-0.4%	?	?	-5.7%	-22.9%	-7.1%
CCOC(=O)C1CCN(C(=O)Cn2ncc3c4ccccc4n(C)c3c2=O)CC1
  -4.7	1.6%	.	.	.	26.1%	.
O=c1oc2ccccc2n1CCCOc1ccccc1Cl
  -5.2	4.5%	.	.	.	128.5%[activator]	.
CCSc1ncc(Cl)c(C(=O)Nc2nc3ccc(Cl)cc3s2)n1
  8.1	-9.6%	.	.	.	2.1%	.
Cc1ccc(C)c(NC(=O)CCn2cnnn2)c1
  -15.1	13.9%	.	.	.	12.6%	.
